Assay outcomes (PubChem BioAssay)
PLC-gamma1 inh = blocks human PLC-gamma1 enzyme activity; P19174; purified PLC-gamma1, fluorogenic substrate, fluorescence; inhibition, % at 12.2 µM; 370,000 tested, 0.84% active; AID 720700; in the data active means inhibition above about 9.5%
Target sequence (P19174 whole entry, looked up): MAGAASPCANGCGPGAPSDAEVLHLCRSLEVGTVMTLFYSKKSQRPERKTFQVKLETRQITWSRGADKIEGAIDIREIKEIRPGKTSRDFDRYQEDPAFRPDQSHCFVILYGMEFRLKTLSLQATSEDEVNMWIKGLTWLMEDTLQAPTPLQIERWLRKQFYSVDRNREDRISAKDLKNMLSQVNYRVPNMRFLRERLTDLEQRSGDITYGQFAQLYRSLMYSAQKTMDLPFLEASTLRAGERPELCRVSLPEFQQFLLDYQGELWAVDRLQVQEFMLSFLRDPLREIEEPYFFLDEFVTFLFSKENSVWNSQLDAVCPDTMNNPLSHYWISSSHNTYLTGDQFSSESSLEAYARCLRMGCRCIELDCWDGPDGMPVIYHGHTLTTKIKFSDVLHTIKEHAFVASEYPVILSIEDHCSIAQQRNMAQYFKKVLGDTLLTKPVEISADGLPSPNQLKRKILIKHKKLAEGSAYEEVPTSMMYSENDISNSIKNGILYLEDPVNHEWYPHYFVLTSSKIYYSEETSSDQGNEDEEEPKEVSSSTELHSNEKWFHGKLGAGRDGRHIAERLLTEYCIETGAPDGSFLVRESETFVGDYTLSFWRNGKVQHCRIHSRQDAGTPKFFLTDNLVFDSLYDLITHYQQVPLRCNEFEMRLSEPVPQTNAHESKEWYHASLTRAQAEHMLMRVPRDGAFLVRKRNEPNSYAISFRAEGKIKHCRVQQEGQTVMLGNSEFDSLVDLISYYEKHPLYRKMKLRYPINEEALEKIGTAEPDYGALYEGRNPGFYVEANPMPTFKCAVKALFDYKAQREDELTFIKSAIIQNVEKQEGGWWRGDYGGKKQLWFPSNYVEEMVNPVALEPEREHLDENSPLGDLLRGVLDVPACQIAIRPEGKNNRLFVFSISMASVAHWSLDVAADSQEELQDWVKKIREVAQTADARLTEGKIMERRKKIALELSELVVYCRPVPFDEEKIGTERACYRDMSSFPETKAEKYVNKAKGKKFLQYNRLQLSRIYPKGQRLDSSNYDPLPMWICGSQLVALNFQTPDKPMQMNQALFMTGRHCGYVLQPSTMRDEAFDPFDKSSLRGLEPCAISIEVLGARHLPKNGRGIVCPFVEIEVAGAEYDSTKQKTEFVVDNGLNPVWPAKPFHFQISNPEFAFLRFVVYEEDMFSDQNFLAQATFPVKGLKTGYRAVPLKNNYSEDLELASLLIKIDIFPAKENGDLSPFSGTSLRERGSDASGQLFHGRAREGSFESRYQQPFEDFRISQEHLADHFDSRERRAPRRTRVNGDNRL
MBD2 inh = blocks human MBD2 binding to methylated DNA | Q9UBB5 | 370,000 tested, 0.31% active | TR-FRET, MBD2 binding to methylated oligonucleotide | AID 686964 | inhibition, % at 4.4 µM; in the data active means inhibition above about 13%
ADAM17 inh = ADAM17 inhibition, QFRET primary screen; P78536; recombinant ADAM17, EDANS/DABCYL FRET peptide cleavage; 370,000 tested, 0.83% active; inhibition, % at 6.95 µM;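 active means inhibition above the mean of compounds lying between control limits plus 3 SD, set per campaign, cut at about 8.5% in these data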;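 further: 0% = DMSO-only wells as the low control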
DAX1 inh-1 = inhibitors of human orphan nuclear receptor DAX1 (NR0B1). P51843. HEK293 Gal4-DAX1 luciferase reporter, luminescence. inhibition, % at 6.75 µM. 340,000 tested, 0.99% active. AID 504766;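 active means inhibition above the mean over all tested compounds plus 3 SD, cut at about 4.2% in these data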;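 further: 0% = DAX1-transfected cells with DMSO and 100% = empty-vector control cells with DMSO; inhibition shows as a rise in luminescence from relieved DAX1 repression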
hcDAF12 agonist = activators of H. contortus DAF-12 nuclear receptor | HEK293 hcDAF-12 lit1-tk-luc reporter, luminescence; 0% DMSO, 100% Δ7-dafachronic acid | 370,000 tested, 1.4% active | activation, % at 6.8 µM;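 active means activation above the mean of all tested compounds plus 3 SD, cut at about 5.5% in these data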;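 further: 100% = response to 3 µM Δ7-dafachronic acid high control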
Rev-erbA mod = modulators of human Rev-erb alpha DNA binding | activity, % at 10 µM | Rev-erbα–FITC-DNA binding, fluorescence polarization, 90 min | P20393 | 370,000 tested, 0.79% active;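 active means activity above about 14%, limit read from the data; passing the limit was not always enough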;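 further: 0% = DMSO wells with 35 nM protein and 100% = DMSO wells with 750 nM protein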
SMARCA2 act = SMARCA2 function activation, primary screen; 370,000 tested, 1% active; MG213 cells, MMTV-luciferase reporter, dexamethasone, overnight; activation, % at 9.1 µM; in the data active means activation above about 7.8%;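 further: 0% = vehicle wells and 100% = reference activator wells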
ssDAF12 agonist = activators of S. stercoralis DAF-12 nuclear receptor. activation, % at 6.8 µM. 370,000 tested, 1% active. AID 652126. HEK293 ssDAF-12/GRIP1 lit1-tk-luc reporter, luminescence; % of 3 µM dafachronic acid response;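 active means activation above the mean over all tested compounds plus 3 SD, cut at about 0.9% in these data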;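 further: 0% = DMSO-only wells and 100% = 3 µM delta7-dafachronic acid wells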
DAX1 inh-2 = inhibitors of DAX1 repression of SF-1 activated StAR promoter. inhibition, % at 6.8 µM. HEK293T StAR-luciferase reporter, SF-1/DAX-1 repression relief. AID 652010. 370,000 tested, 1.1% active;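 active means inhibition above the mean over all tested compounds plus 3 SD, cut at about 3.6% in these data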;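 further: 0% = DAX-1 cells with DMSO and 100% = cells lacking DAX-1 with DMSO; higher inhibition means more luminescence from relief of DAX-1 repression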
hgDAF12 agonist = hgDAF-12 agonism, primary luciferase screen | activation, % at 6.8 µM | 370,000 tested, 1.8% active | HEK293 GAL4-hgDAF12 UAS-luciferase reporter, agonist luminescence; normalized to butyrate control | AID 687014;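 active means activation above a cutoff set at the mean of all screened compounds plus 3 SD, cut at about 10% in these data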;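 further: 0% = DMSO wells and 100% = sodium butyrate wells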
PLC-beta3 inh = inhibitors of human phospholipase C beta3; Purified PLC-beta3, fluorogenic substrate, fluorescence; Q01970; AID 720704; 370,000 tested, 0.18% active; inhibition, % at 12.2 µM; in the data active means inhibition above about 11%;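 further: 0% = median of compound wells on plate and 100% = full blocker control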
* = called active by the depositor. This is a random part of the collection; about 7.4% have a hit in one of these screens.

For COc1ccccc1Cn1nc(C(=O)O)c2ccccc2c1=O the results were PLC-gamma1 inh 3, MBD2 inh -3, ADAM17 inh 2, DAX1 inh-1 1.7, hcDAF12 agonist -1.4, Rev-erbA mod 1, SMARCA2 act 0, ssDAF12 agonist -0.3, DAX1 inh-2 0.9, hgDAF12 agonist -0.5 and PLC-beta3 inh 2.
For COc1cc(Cl)c(C)cc1NC(=O)CNC(=O)Cn1cnc2ccccc2c1=O the results were PLC-gamma1 inh 2, MBD2 inh 2, ADAM17 inh -6, DAX1 inh-1 -0.3, hcDAF12 agonist -1.5, Rev-erbA mod -1, SMARCA2 act -1, ssDAF12 agonist -1.1, DAX1 inh-2 -0.2, hgDAF12 agonist 0.3 and PLC-beta3 inh -1.
For CCC(C)NC(=O)CCn1ccc2cc(S(=O)(=O)N3CCCC3)ccc21 (centres undefined) the results were PLC-gamma1 inh 1, MBD2 inh -1, ADAM17 inh -2, DAX1 inh-1 1.2, hcDAF12 agonist 0.9, Rev-erbA mod -7, SMARCA2 act -2, ssDAF12 agonist -0.9, DAX1 inh-2 0.0, hgDAF12 agonist -1.1 and PLC-beta3 inh 0.
For O=C1c2ccccc2CN1C(CO)c1ccccc1 (centres undefined) the results were PLC-gamma1 inh 2, MBD2 inh 4, ADAM17 inh -3, DAX1 inh-1 -0.9, hcDAF12 agonist 0.0, Rev-erbA mod 5, SMARCA2 act 3, ssDAF12 agonist -0.7, DAX1 inh-2 -0.4, hgDAF12 agonist 0.7 and PLC-beta3 inh 3.
For COC(=O)C1(C)Nc2ccccc2C(=O)N1c1ccccc1OC (centres undefined) the results were PLC-gamma1 inh -116, MBD2 inh 2, ADAM17 inh -135, DAX1 inh-1 -0.9, hcDAF12 agonist -0.8, Rev-erbA mod -8, SMARCA2 act -1, ssDAF12 agonist -0.2, DAX1 inh-2 0.4, hgDAF12 agonist 1.1 and PLC-beta3 inh -146.
COc1ccccc1NC(=O)c1ccccc1C(=O)N(C)Cc1ccccc1 was read as PLC-gamma1 inh 1, MBD2 inh -1, ADAM17 inh 1, DAX1 inh-1 -1.1, hcDAF12 agonist -0.7, Rev-erbA mod 3, SMARCA2 act 2, ssDAF12 agonist -0.5, DAX1 inh-2 -0.5, hgDAF12 agonist -1.0 and PLC-beta3 inh 4.
Screening Cc1ccc2nsnc2c1S(=O)(=O)N1CCN(Cc2ccc3c(c2)OCO3)CC1 returned PLC-gamma1 inh 3, MBD2 inh 7, ADAM17 inh -3, DAX1 inh-1 -0.9, hcDAF12 agonist -1.6, Rev-erbA mod 2, SMARCA2 act 0, ssDAF12 agonist -1.2, DAX1 inh-2 -0.2, hgDAF12 agonist -1.3 and PLC-beta3 inh -4.
Screening CCOC(=O)c1ccc(NC(=O)c2nc[nH]c2C(=O)NCCCCNC(=O)c2[nH]cnc2C(=O)Nc2ccc(C(=O)OCC)cc2)cc1 returned PLC-gamma1 inh 1, MBD2 inh 2, ADAM17 inh -5, DAX1 inh-1 0.8, hcDAF12 agonist 1.0, Rev-erbA mod 3, SMARCA2 act 0, ssDAF12 agonist -1.1, DAX1 inh-2 -0.7, hgDAF12 agonist -1.6 and PLC-beta3 inh 2.
CN(C(=O)COC(=O)c1ccccc1C(=O)c1ccccc1)c1ccccc1 was read as PLC-gamma1 inh -1, MBD2 inh -5, ADAM17 inh -2, DAX1 inh-1 -0.1, hcDAF12 agonist -0.8, Rev-erbA mod 1, SMARCA2 act -2, ssDAF12 agonist -0.6, DAX1 inh-2 -0.4, hgDAF12 agonist -1.7 and PLC-beta3 inh -5.
Screening Cc1cccc(C)c1NC(=S)NN(Cc1ccccc1)c1ccccc1 returned PLC-gamma1 inh 1, MBD2 inh -1, ADAM17 inh -1, DAX1 inh-1 -0.9, hcDAF12 agonist -0.2, Rev-erbA mod -4, SMARCA2 act -1, ssDAF12 agonist -1.1, DAX1 inh-2 0.1, hgDAF12 agonist -2.0 and PLC-beta3 inh 4.
For Cc1ccc(C)c(NS(=O)(=O)c2ccc3c(c2)NC(=O)CCS3)c1 the results were PLC-gamma1 inh 7, MBD2 inh 2, ADAM17 inh 5, DAX1 inh-1 0.1, hcDAF12 agonist -1.7, Rev-erbA mod -2, SMARCA2 act -3, ssDAF12 agonist -0.5, DAX1 inh-2 0.1, hgDAF12 agonist 0.7 and PLC-beta3 inh -4.
`Cc1ccc(N(Cc2ccccc2)C(=O)c2cccc(S(=O)(=O)N3CCOCC3)c2)cc1` gave PLC-gamma1 inh 4, MBD2 inh -8, ADAM17 inh 0, DAX1 inh-1 0.5, hcDAF12 agonist -1.2, Rev-erbA mod 0, SMARCA2 act -2, ssDAF12 agonist -1.3, DAX1 inh-2 -1.2, hgDAF12 agonist -3.1 and PLC-beta3 inh 2.
For CCN(C(=O)COc1cc(=O)n(CC)c2ccccc12)c1cc(Cl)ccc1OC the results were PLC-gamma1 inh -1, MBD2 inh 4, ADAM17 inh -3, DAX1 inh-1 1.9, hcDAF12 agonist -2.4, Rev-erbA mod -6, SMARCA2 act -1, ssDAF12 agonist -1.7, DAX1 inh-2 -1.4, hgDAF12 agonist 0.9 and PLC-beta3 inh -6.
`CC12CCC(=O)N1C(C(=O)Nc1ccc(F)c(F)c1F)CS2` (centres undefined) gave PLC-gamma1 inh -1, MBD2 inh 7, ADAM17 inh -5, DAX1 inh-1 0.4, hcDAF12 agonist -0.9, Rev-erbA mod 4, SMARCA2 act 1, ssDAF12 agonist -0.9, DAX1 inh-2 1.5, hgDAF12 agonist -0.5 and PLC-beta3 inh 2.
For COc1ccc(COC(=O)c2nc3nc(C)cc(C)n3n2)cc1F the results were PLC-gamma1 inh 3, MBD2 inh 4, ADAM17 inh -4, DAX1 inh-1 -0.7, hcDAF12 agonist 1.2, Rev-erbA mod -1, SMARCA2 act 8.2*, ssDAF12 agonist -0.9, DAX1 inh-2 -0.8, hgDAF12 agonist 2.3 and PLC-beta3 inh 5.
`O=C(COc1ccc(Br)cc1)N1CCc2ccccc2C1` gave PLC-gamma1 inh 0, MBD2 inh 3, ADAM17 inh -5, DAX1 inh-1 0.5, hcDAF12 agonist 0.7, Rev-erbA mod -2, SMARCA2 act -4, ssDAF12 agonist -1.5, DAX1 inh-2 -0.5, hgDAF12 agonist 0.1 and PLC-beta3 inh -9.
CCCn1c2ccccc2c2nc3ccccc3nc21 was read as PLC-gamma1 inh -271, MBD2 inh 4, ADAM17 inh -14, DAX1 inh-1 1.0, hcDAF12 agonist -1.6, Rev-erbA mod 6, SMARCA2 act 7, ssDAF12 agonist -1.5, DAX1 inh-2 -0.4, hgDAF12 agonist 0.9 and PLC-beta3 inh -342.
For CC(=O)CSc1nnc(Cc2ccc3c(c2)OCO3)o1 the results were PLC-gamma1 inh -1, MBD2 inh 3, ADAM17 inh -2, DAX1 inh-1 -0.5, hcDAF12 agonist -0.8, Rev-erbA mod 3, SMARCA2 act -1, ssDAF12 agonist -1.4, DAX1 inh-2 -0.2, hgDAF12 agonist -1.0 and PLC-beta3 inh 1.
`O=C(c1ccc(Br)cn1)N1CCC(Oc2cccnc2)CC1` gave PLC-gamma1 inh 3, MBD2 inh -4, ADAM17 inh 3, hcDAF12 agonist -1.6, Rev-erbA mod 0, SMARCA2 act 3, ssDAF12 agonist -1.5, DAX1 inh-2 0.8, hgDAF12 agonist 0.2 and PLC-beta3 inh 3.
Screening N/C(=N\OC(=O)C(c1ccccc1)c1ccccc1)c1ccncc1 returned PLC-gamma1 inh 6, MBD2 inh -4, ADAM17 inh 0, DAX1 inh-1 1.1, hcDAF12 agonist -0.2, Rev-erbA mod 6, SMARCA2 act 4, ssDAF12 agonist -1.4, DAX1 inh-2 0.8, hgDAF12 agonist -1.1 and PLC-beta3 inh -7.
`CCN(CC(=O)Nc1c(F)cccc1F)C(=O)c1cc(C)oc1C` gave PLC-gamma1 inh 0, MBD2 inh -1, ADAM17 inh -3, DAX1 inh-1 2.6, hcDAF12 agonist 0.0, Rev-erbA mod -2, SMARCA2 act -1, ssDAF12 agonist -0.7, DAX1 inh-2 1.1, hgDAF12 agonist 1.5 and PLC-beta3 inh -3.
Screening CC(=O)c1ccccc1OCCn1nc(C(=O)O)c2ccccc2c1=O returned PLC-gamma1 inh 1, MBD2 inh 0, ADAM17 inh -2, DAX1 inh-1 -1.2, hcDAF12 agonist -2.0, Rev-erbA mod 1, SMARCA2 act 0, ssDAF12 agonist -0.8, DAX1 inh-2 -0.2, hgDAF12 agonist 2.6 and PLC-beta3 inh -7.
Screening COc1ccc(CN2C(=O)[C@H]3Cc4c([nH]c5ccccc45)C(C)(C)N3C2=O)cc1 returned PLC-gamma1 inh -3, MBD2 inh -4, ADAM17 inh 8.9*, DAX1 inh-1 -1.3, hcDAF12 agonist -2.4, Rev-erbA mod 2, SMARCA2 act -2, ssDAF12 agonist -1.7, DAX1 inh-2 -0.6, hgDAF12 agonist -1.5 and PLC-beta3 inh -2.
CCCCC(c1nnnn1CC1CCCO1)N1CCN(c2cccc(C)c2C)CC1 (centres undefined) was read as PLC-gamma1 inh 4, MBD2 inh 1, ADAM17 inh 2, DAX1 inh-1 -1.2, hcDAF12 agonist -1.7, Rev-erbA mod 8, SMARCA2 act 1, ssDAF12 agonist -1.3, DAX1 inh-2 0.5, hgDAF12 agonist 2.6 and PLC-beta3 inh 7.
COc1ccc(C(=O)c2sc(Nc3ccccc3)nc2N)cc1OC was read as PLC-gamma1 inh -14, MBD2 inh 2, ADAM17 inh 2, DAX1 inh-1 1.3, hcDAF12 agonist -4.5, Rev-erbA mod 6, SMARCA2 act 4, ssDAF12 agonist -1.9, DAX1 inh-2 -1.2, hgDAF12 agonist -2.9 and PLC-beta3 inh -24.
COc1ccc(NC(=O)[C@H](CCS(C)(=O)=O)N2Cc3ccccc3C2=O)c(OC)c1 was read as PLC-gamma1 inh -1, MBD2 inh -4, ADAM17 inh -3, DAX1 inh-1 0.5, hcDAF12 agonist -0.5, Rev-erbA mod -4, SMARCA2 act -2, ssDAF12 agonist -0.5, DAX1 inh-2 1.1, hgDAF12 agonist -1.9 and PLC-beta3 inh 1.
`CCOC(=O)c1sc2nc(C)nc(NCc3ccccc3OC)c2c1C` gave PLC-gamma1 inh 1, MBD2 inh 2, ADAM17 inh -4, DAX1 inh-1 -0.1, hcDAF12 agonist -1.2, Rev-erbA mod 13, SMARCA2 act -3, ssDAF12 agonist -0.9, DAX1 inh-2 0.1, hgDAF12 agonist 1.8 and PLC-beta3 inh 3.
For O=C(COC(=O)[C@@H]1CC(O)CN1S(=O)(=O)c1ccccc1[N+](=O)[O-])c1ccccc1 (some centres undefined) the results were PLC-gamma1 inh 1, MBD2 inh 8, ADAM17 inh -3, DAX1 inh-1 1.1, hcDAF12 agonist -0.3, Rev-erbA mod 0, SMARCA2 act 0, ssDAF12 agonist -1.3, DAX1 inh-2 0.0, hgDAF12 agonist 3.1 and PLC-beta3 inh 4.
